Screening results from PubChem BioAssay.
Cardio protect: protects H9c2 cardiomyocytes from peroxide injury; H2O2 injury protection, ATPLite, 2 h; 0.63% of 360,000 active; protection from H2O2 cell death, % at 20 µM; AID 588492;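 active means compounds giving at least 50% protection of heart cells from peroxide-induced death in the single-dose screen, raw or plate-pattern-corrected value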;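 further: 0% = DMSO wells with peroxide and 100% = DMSO wells without peroxide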
PDI turbidity: blocks human protein disulfide isomerase activity | P07237 | PDI insulin aggregation turbidity, A650, 90 min | inhibition, % at 10 µM | 0.052% of 350,000 active | AID 588391;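 active means mean inhibition across replicates of 30% or more, whatever share of single replicates reach that level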;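 further: absorbance from insulin aggregation driven by PDI reduction with DTT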
ABCB6 inh MLPCN: inhibitors of human ABC transporter ABCB6; K562-ABCB6 porphyrin accumulation, flow cytometry, 1 h; stronger effect = lower value; fluorescence ratio to DMSO, % at 10 µM; 0.19% of 360,000 active; AID 602162;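 active means fluorescence ratio to DMSO below 75%, the collection mean minus 3 SD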;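 further: signal is porphyrin accumulated inside mitochondria; 100% equals median channel fluorescence of DMSO control wells; lower ratio means ABCB6 inhibition with less porphyrin fluorescence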
m5-HT2A agonist: agonists of mouse serotonin 5-HT2A receptor (HTR2A); P35363; CHO-K1 mHTR2A beta-arrestin complementation, luminescence; percent of 30 µM serotonin response; activation, % at 7.6 µM; 0.66% of 360,000 active; AID 624169;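 active means activation above a run cutoff, the mean activation of all tested compounds plus 3 SD, cut at about 14% in these data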;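 further: 0% = plate median of compound wells and 100% = 30 µM serotonin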
Target sequence (P35363 whole entry, looked up): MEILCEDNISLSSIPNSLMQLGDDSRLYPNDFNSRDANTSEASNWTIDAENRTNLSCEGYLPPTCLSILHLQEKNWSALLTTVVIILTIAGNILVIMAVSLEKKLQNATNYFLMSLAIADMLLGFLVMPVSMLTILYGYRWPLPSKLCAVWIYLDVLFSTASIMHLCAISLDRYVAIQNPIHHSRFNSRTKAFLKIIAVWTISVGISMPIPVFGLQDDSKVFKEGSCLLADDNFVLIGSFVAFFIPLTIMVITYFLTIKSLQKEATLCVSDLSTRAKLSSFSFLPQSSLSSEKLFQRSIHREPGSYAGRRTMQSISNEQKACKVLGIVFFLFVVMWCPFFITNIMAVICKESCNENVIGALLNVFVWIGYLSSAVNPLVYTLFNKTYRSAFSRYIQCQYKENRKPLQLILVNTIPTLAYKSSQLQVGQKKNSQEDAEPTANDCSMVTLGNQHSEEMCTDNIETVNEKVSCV
Vif imaging: HIV Vif inhibition | HEK293T cells, Vif self-association by quenched fluorescence, imaging, 24 h | inhibition, % at 7.49 µM | 0.35% of 340,000 active | AID 602346; in the data active means inhibition above about 50%, passing the limit was not always enough; further: some results filed as inactive read as strong as hits
CaV13 ICDI inh: Disruptors of the CACNA1D IQ motif to Ca2+-dependent inactivation inhibitor domain association, primary screening, Förster resonance energy transfer in intact living …; HEK cells, CFP/YFP FRET ICDI-IQ, plate reader, 10 min; percent FRET-ratio fall versus neutral wells; inhibition, % at 12.3 µM; 0.098% of 340,000 active; AID 743397;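 active means mean replicate inhibition of at least 30% and at least 1% of replicates passing that level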;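 further: 0% = median of the neutral control wells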
aDG glyco up: increases alpha dystroglycan glycosylation; Pro5-aDG cells, alpha-DG glycosylation AlphaScreen (IIH6); 0% Pro5, 100% B10-LARGE cell signal; 0.22% of 360,000 active; activation, % at 10 µM;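 active means activation of at least 8% versus controls, or a plate z-score of at least 8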;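 further: Pro5 are CHO cells carrying HIG-tagged alpha-DG that lacks glycosylation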
MC4R ag barr: human MC4R agonism via beta-arrestin; P32245; U2OS MC4R beta-arrestin complementation, luminescence; percent of melanotan II response, DMSO zero; activation, % at 8.9 µM; 0.98% of 360,000 active; AID 540308;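 active means activation above a per-plate cutoff, the mean activation of sample wells on that plate plus 3 SD, cut at about 8% in these data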
Target sequence (P32245 whole entry, looked up): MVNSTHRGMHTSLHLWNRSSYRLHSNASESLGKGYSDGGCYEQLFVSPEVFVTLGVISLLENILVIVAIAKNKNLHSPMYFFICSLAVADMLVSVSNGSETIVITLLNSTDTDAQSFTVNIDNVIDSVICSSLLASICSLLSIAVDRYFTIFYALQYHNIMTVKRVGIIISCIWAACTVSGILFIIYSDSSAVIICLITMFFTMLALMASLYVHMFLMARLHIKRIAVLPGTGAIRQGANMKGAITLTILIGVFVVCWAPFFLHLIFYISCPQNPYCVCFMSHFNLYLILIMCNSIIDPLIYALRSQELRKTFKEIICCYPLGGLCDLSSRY
Glyco luc inh: blocks N-linked glycosylation in D54 reporter cells. 0.23% of 360,000 active. D54 ERlucT glycosylation luciferase reporter, 24 h; percent of 100 nM tunicamycin response. AID 588692. reporter increase, % at 12.5 µM;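 active means mean luciferase reporter signal, scaled so untreated is 0 and the glycosylation-blocking control 100, at or above a set limit in every replicate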;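 further: luciferase carries N-glycosylation sites so blocking glycosylation raises the light; 0% = median of neutral control wells and 100% = median of 100 nM tunicamycin wells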
MC4R antag cAMP: blocks human MC4R cAMP signaling | P32245 | MC4R-expressing cells, MTII-stimulated cAMP, LANCE TR-FRET | inhibition, % at 6.5 µM | 0.48% of 360,000 active;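 active means inhibition above its plate's cutoff, the mean of tested wells on that plate plus 3 SD, cut at about 29% in these data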;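 further: 0% = Melanotan II alone and 100% = Melanotan II plus saturating MCL0020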
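Test system: U2OS cells stably expressing human melanocortin 4 receptor (MC4R); also added: Melanotan II challenge; compound: 6.5 µM single dose; timing: 30-min compound preincubation, 1-h Melanotan II challenge, 1-h detection, room temperature; signal: Eu-cAMP/anti-cAMP TR-FRET, emission 671 nm; repeats: one well per compound, no replicates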
* = called active by the depositor; . = no result given.

#1 CCOc1ccccc1N(CC(=O)Nc1cccc2ccccc12)S(C)(=O)=O
#2 O=C(NCCCN1CCOCC1)c1cc2c(s1)CSC2
#3 O=C(NCCCN1CCCC1)c1cccc(N2CCCC2=O)c1
#4 C/C(=N\OCC(=O)OC(C)C(=O)Nc1ccc(C)c(S(=O)(=O)N2CCOCC2)c1)c1ccc2c(c1)OCO2 (stereo unspecified)
#5 O=C(NCCCCc1ccccc1)C1CC(c2cc(C(F)(F)F)cc(C(F)(F)F)c2)=NO1 (stereo unspecified)
#6 CCCCC(=O)NC(=O)NC(c1ccccc1)c1ccccc1
#7 Nc1nc(CN2CCN(c3ccccc3F)CC2)nc(Nc2ccc3c(c2)OCCO3)n1
#8 COCCOc1ccc(C(F)(F)F)cc1NC(=O)c1ccc(F)cc1
screen / no.	1	2	3	4	5	6	7	8
MC4R antag cAMP	-2	9	-1	13	4	6	-8	-2
ABCB6 inh MLPCN	101	106	112	99	95	94	110	98
Glyco luc inh	2	-1	0	1	1	-1	0	0
PDI turbidity	3	-11	-2	-1	-3	-2	-5	-3
m5-HT2A agonist	-1	-2	-2	-5	-5	-2	22*	1
Vif imaging	-1	-6	13	-4	.	-3	-5	-3
Cardio protect	8	5	-8	-1	-6	2	6	4
aDG glyco up	0.0	-0.1	0.0	-0.2	0.2	-0.1	-0.3	0.0
MC4R ag barr	1.3	-3.9	-2.4	-1.8	-1.2	0.5	4.1	7.3
CaV13 ICDI inh	-4	-6	-5	-6	-9	-2	-8	-3

Compound profiles, as listed above:
CCCCC(=O)NC(=O)NC(c1ccccc1)c1ccccc1 is entered as MC4R antag cAMP = 6; ABCB6 inh MLPCN = 94; Glyco luc inh = -1; PDI turbidity = -2; m5-HT2A agonist = -2; Vif imaging = -3; Cardio protect = 2; aDG glyco up = -0.1; MC4R ag barr = 0.5; CaV13 ICDI inh = -2
Nc1nc(CN2CCN(c3ccccc3F)CC2)nc(Nc2ccc3c(c2)OCCO3)n1 is entered as MC4R antag cAMP = -8; ABCB6 inh MLPCN = 110; Glyco luc inh = 0; PDI turbidity = -5; m5-HT2A agonist = 22*; Vif imaging = -5; Cardio protect = 6; aDG glyco up = -0.3; MC4R ag barr = 4.1; CaV13 ICDI inh = -8

Further entries follow:
#9 COc1ccc(-c2csc(C(O)c3ccc(F)c(F)c3)n2)cn1 (stereo unspecified)
#10 CN(C)S(=O)(=O)c1ccc(C(=O)OCC(=O)Nc2ccccc2OC(F)F)cc1
#11 Cc1cccc(OCC(=O)NCC(=O)N/N=C/c2cccs2)c1
#12 CC1=NNC(=O)C1CCC(=O)N/N=C/c1ccccc1 (stereo unspecified)
#13 Cc1occc1C(=O)N1CCN(Cc2ccccc2)CC1
#14 O=C(COc1ccc(Br)cc1)c1ccc2c(c1)CCCC2
#15 COc1ccc(Cl)cc1C(=O)O/N=C(\N)c1ccc(Cl)cc1
#16 O=C(N/N=C/c1cccc(Br)c1)c1ccc(Cn2cc(Br)cn2)o1
screen / no.	9	10	11	12	13	14	15	16
MC4R antag cAMP	3	2	-4	-4	-3	5	-5	10
ABCB6 inh MLPCN	96	107	99	102	102	92	101	99
Glyco luc inh	-2	3	3	-1	-1	-1	0	1
PDI turbidity	-14	-3	-10	-9	-7	-10	-8	-14
m5-HT2A agonist	-2	3	0	-3	1	0	9	-3
Vif imaging	.	-6	-1	-1	6	6	12	2
Cardio protect	-8	-1	6	6	6	-22	-10	12
aDG glyco up	0.0	-0.5	0.1	0.0	0.0	0.2	0.3	0.5
MC4R ag barr	-0.7	-1.2	-0.5	0.4	-2.1	-0.5	3.2	-2.4
CaV13 ICDI inh	-5	-4	-4	-12	-8	.	-5	-8

Records 9–10 of the list above:
#9 COc1ccc(-c2csc(C(O)c3ccc(F)c(F)c3)n2)cn1 (stereo unspecified)
#10 CN(C)S(=O)(=O)c1ccc(C(=O)OCC(=O)Nc2ccccc2OC(F)F)cc1
screen / no.	9	10
MC4R antag cAMP	3	2
ABCB6 inh MLPCN	96	107
Glyco luc inh	-2	3
PDI turbidity	-14	-3
m5-HT2A agonist	-2	3
Vif imaging	.	-6
Cardio protect	-8	-1
aDG glyco up	0.0	-0.5
MC4R ag barr	-0.7	-1.2
CaV13 ICDI inh	-5	-4

The listing continues.
#17 CN1CCN(C(=O)c2cc(Oc3c(F)c(F)c(F)c(F)c3F)cc(C(=O)N3CCN(C)CC3)c2)CC1
#18 CSc1cccc(CN2CCC(Oc3cccc(C(=O)N4CCCC4)c3)CC2)c1
#19 O=C(NCc1ncc(C(F)(F)F)cc1Cl)Nc1ccccc1
#20 COc1ccc(-c2nc(N)ncc2-c2ccc(OC)c(OC)c2)c(O)c1
#21 Cc1ccc(CSc2nc(N)cc(=O)[nH]2)cc1
#22 COc1cc2cc(c1Cl)N(C)C(=O)CC(OC(=O)C(C)N(C)C(C)=O)C1(C)OC1C(C)C1CC(O)(NC(=O)O1)C(OC)C=CC=C(C)C2 (stereo unspecified)
#23 CCNC(=O)C1(C)CCN(C(=O)c2cccc(Cl)c2)C1 (stereo unspecified)
#24 O=C1SCC(c2ccc(Cl)cc2Cl)=NN1Cc1nnc(-c2ccccc2)o1
screen / no.	17	18	19	20	21	22	23	24
MC4R antag cAMP	-2	4	-1	-4	3	-27	9	3
ABCB6 inh MLPCN	99	95	95	100	99	104	98	100
Glyco luc inh	-1	-2	-1	6	4	1	0	1
PDI turbidity	19	-3	9	2	3	1	8	5
m5-HT2A agonist	-2	4	-6	3	9	0	7	-7
Vif imaging	38	3	-7	-7	-5	1	-2	-2
Cardio protect	-1	1	-2	14	-2	4	0	-7
aDG glyco up	-0.3	-0.2	0.0	0.0	0.0	-0.2	0.4	-0.2
MC4R ag barr	-0.6	-0.1	0.8	-2.6	-0.5	-1.3	1.8	1.4
CaV13 ICDI inh	7	.	-3	-4	-5	-3	-7	-19

#25 Cc1cc(Br)cn2c(CC(C)(C)C)c(C3CCCCC3)nc12
#26 Cc1nc(Cl)sc1C(=O)Nc1ccccc1Cl
#27 O=C(COc1ccccc1)N=C1SC2CS(=O)(=O)CC2N1CCc1ccccc1 (stereo unspecified)
#28 CCN(CC)C(=O)CN(Cc1ccccc1)S(=O)(=O)c1ccc(F)cc1
#29 CNC(=O)c1ccccc1S(=O)c1ccccc1C#N (stereo unspecified)
#30 Cc1cccc(NC(=O)NNC(=O)c2cc3occc3[nH]2)c1C
#31 O=C(NC(Cc1c[nH]c2ccccc12)C(=O)N/N=C/c1ccc(Br)cc1)c1cccs1 (stereo unspecified)
#32 COC(=O)Cc1c(C(=O)OC)nnn1-c1ccc(OC)cc1
screen / no.	25	26	27	28	29	30	31	32
MC4R antag cAMP	.	22	8	13	1	3	3	0
ABCB6 inh MLPCN	101	99	88	104	94	94	98	99
Glyco luc inh	-4	2	-2	0	5	0	3	1
PDI turbidity	.	6	-1	10	18	-4	0	8
m5-HT2A agonist	7	2	1	-7	-2	-2	-7	-4
Vif imaging	.	4	-4	-7	-2	7	23	-18
Cardio protect	-7	-4	1	8	4	-2	5	-1
aDG glyco up	-0.3	0.2	0.0	0.0	-0.1	-0.2	0.1	-0.3
MC4R ag barr	.	0.1	-1.2	-1.0	-3.0	-1.7	-2.8	0.7
CaV13 ICDI inh	-5	-19	-17	-7	.	-8	-6	-1

#33 NS(=O)(=O)c1ccc(NC(=O)CSc2nnc(COc3ccccc3Cl)n2C2CC2)cc1
#34 CC(=O)Nc1ccc2c(c1)nc(CCN1CCN(c3ccccn3)CC1)n2C
#35 O=[N+]([O-])c1cccc(NC(=S)N2CCc3ccccc32)c1
#36 COc1ccc(/C=N/N(C)C2=NS(=O)(=O)c3ccccc32)cc1OC
#37 O=C(NC1CCCC1)C(c1cccs1)N(Cc1ccco1)C(=O)Cn1nnc(-c2cccs2)n1 (stereo unspecified)
#38 CC(NC(=O)c1csc2ccccc12)C1CCCO1 (stereo unspecified)
#39 CSCCC(NS(=O)(=O)c1ccccc1F)C(=O)N1CC=C(c2ccccc2)CC1 (stereo unspecified)
#40 NC1=NC(=O)C(c2ccccc2)(c2ccccc2)S1
screen / no.	33	34	35	36	37	38	39	40
MC4R antag cAMP	0	14	4	5	11	2	7	10
ABCB6 inh MLPCN	107	99	103	93	96	95	97	98
Glyco luc inh	-3	0	-2	0	-3	0	-1	0
PDI turbidity	-8	-1	8	-6	2	-17	0	13
m5-HT2A agonist	-6	1	-3	-1	13	2	-4	2
Vif imaging	-6	-12	-1	12	.	.	-2	-11
Cardio protect	-8	6	-8	6	0	14	2	-7
aDG glyco up	-0.2	0.0	0.4	-0.2	0.5	0.1	0.2	0.5
MC4R ag barr	1.0	-2.8	-0.1	0.3	1.1	-1.3	-1.8	-1.7
CaV13 ICDI inh	.	-4	-3	-38	-8	.	-5	-10

#41 Cc1ccc(N(C(=O)c2csnn2)C(C(=O)NC2CCCCC2)c2ccccn2)c(C)c1 (stereo unspecified)
#42 O=C(CN1CCOCC1)Nc1nc2ccc([N+](=O)[O-])cc2s1
#43 O=C([C@H](Cc1ccccc1)N1C(=O)c2ccccc2C1=O)N1CCOCC1
#44 CCN(CC)Cc1c(C(=O)N/N=C/c2cccnc2)nnn1-c1nonc1N
#45 CCCOc1ccc(C(=O)c2nc3c(n2O)CCCC3)cc1
#46 Fc1cccc(Cc2c(-c3ccccc3)nc3c(Cl)cc(C(F)(F)F)cn23)c1
#47 CCOc1ccc(CCNC(=O)Cn2ccc3cc(S(=O)(=O)N4CCCC4)ccc32)cc1
#48 Cc1c(-c2ccc(Cl)cc2)[n+](=O)c2c(n1[O-])CCCC2
screen / no.	41	42	43	44	45	46	47	48
MC4R antag cAMP	13	0	23	15	6	.	10	-4
ABCB6 inh MLPCN	100	102	97	100	91	102	96	99
Glyco luc inh	1	0	0	1	0	-1	-3	1
PDI turbidity	-8	-12	12	3	4	.	-1	-5
m5-HT2A agonist	1	-2	1	9	4	10	-1	0
Vif imaging	-5	16	1	15	-3	.	8	-7
Cardio protect	0	13	-7	4	7	-7	-4	-2
aDG glyco up	-0.1	0.2	-0.1	0.0	-0.3	-0.1	-0.2	0.0
MC4R ag barr	-1.8	0.5	1.2	-1.4	-2.1	.	-1.3	-1.3
CaV13 ICDI inh	-3	-14	-2	-7	-6	-7	-13	-2
